Screening data (PubChem BioAssay)
JMJD2A Tudor = blocks the human JMJD2A Tudor domain; AlphaScreen JMJD2A-Tudor / H3K4me3 peptide binding; Potency, µM (doses to about 114 µM), inactives show at the top dose activity change, negative = inhibition, usual class: inhibitors; 390,000 tested, 4.4% active; AID 504339; further: on the % scale 0 is the no-effect control and ±100 the full control effect; nearly all actives have a fitted effect of over 50% in size
BLM helicase inh = inhibitors of human Bloom syndrome helicase BLM; P54132; recombinant BLM DNA unwinding, fluorescence dequenching; Potency, µM (top dose mostly 56.1 µM), for inactives: top-dose activity change, negative = inhibition, actives largely listed as inhibitors; 350,000 tested, 0.2% active;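 further: plate controls were vehicle for no effect and no enzyme for full effect; nearly all actives have a fitted effect of over 35% in size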
BAZ2B inh = blocks human BAZ2B. AID 504333. 360,000 tested, 4.4% active. AlphaScreen BAZ2B-H3K14Ac peptide displacement. Potency, µM (series often up to 114 µM), without a hit: top-dose activity change, negative = inhibition, most hits filed as inhibitors. Q9UIF8; further: on the % scale 0 is the no-effect control and ±100 the full control effect; nearly all actives have a fitted effect of over 60% in size
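BAZ2B (50 nM) with biotin-H3(5-23)K14Ac peptide (50 nM) in PBS pH 7.4, 0.01% Tween-20, preformed 30 min, then compound 30 min at room temperature; top concentration 110uM. AlphaScreen streptavidin donor/nickel chelate acceptor beads (10 ug/mL final), 20 min dark, signal read.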
Pin1 inh = inhibitors of human Pin1; Q13526; Pin1 FP peptide displacement, HiFluor488, 10 min; Potency, µM (titrated, usually from 115 µM), for inactives: at the top dose activity, negative = inhibition, usual class: inhibitors; 390,000 tested, 0.009% active; active means well fitted inhibition curve with a large enough effect in the polarisation, with a control signal flat, not every such curve was filed as active; inconclusive means small, poorly fitted or top-dose-only effect, or effect the other way, or a change in a side signal; inactive means no such curve, though single readings can be large or run the other way; the % refers to the polarisation; further: on the % scale 0 is the no-effect control and ±100 the full control effect
Target sequence (Q13526 whole entry, looked up): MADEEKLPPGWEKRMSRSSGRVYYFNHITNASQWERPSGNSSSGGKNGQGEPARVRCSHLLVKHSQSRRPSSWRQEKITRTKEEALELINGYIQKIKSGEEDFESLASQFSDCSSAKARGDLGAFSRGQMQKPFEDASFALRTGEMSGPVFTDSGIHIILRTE
HP1b binding inh = HP1-beta chromodomain-methylated histone interaction inhibition | P83916 | AlphaScreen HP1-beta / biotin-H3K9me3 peptide binding | Potency, µM (series often up to 114 µM), for inactives: at the top dose activity change, negative = inhibition, usual class: inhibitors | 390,000 tested, 0.56% active; further: nearly all actives have a fitted effect of over 70% in size; inactives centre near 23
Target sequence (P83916 whole entry, looked up): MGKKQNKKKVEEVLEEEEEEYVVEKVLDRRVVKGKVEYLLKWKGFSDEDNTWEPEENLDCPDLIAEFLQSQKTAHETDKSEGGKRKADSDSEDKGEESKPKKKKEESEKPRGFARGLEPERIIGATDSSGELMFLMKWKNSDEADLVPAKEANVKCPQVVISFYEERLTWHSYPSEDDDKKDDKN
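HP1-beta protein (50 nM final) preincubated 30 min at room temperature with biotinylated H3(1-18)K9me3 peptide (50 nM) in PBS pH 7.4, 0.01% Tween-20, then compound added for 30 min. AlphaScreen streptavidin donor/nickel chelate acceptor beads (10 ug/mL final), 30 min dark, luminescence read.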
Tb PGK inh = inhibitors of T. brucei phosphoglycerate kinase; P07378; PGK/GAPDH coupled, Kinase-Glo luminescence, 60 min; Potency, µM (highest dose often 57.5 µM), for the others: at the highest dose activity change, negative = inhibition, most hits filed as inhibitors; 380,000 tested, 0.043% active; further: on the % scale 0 is the no-effect control and ±100 the full control effect; nearly all actives have a fitted effect of over 60% in size
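Recombinant glycosomal PGK reaction used 1,3-bisphosphoglycerate generated in-well by GAPDH (100nM final) in 100mM TEA pH 7.6, 5mM MgCl2, 0.01% Tween-20. After 60 minutes at room temperature, ATP was read by Kinase-Glo Plus luminescence end-point.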
POLI inh = blocks human DNA polymerase iota activity | Q9UNA4 | 390,000 tested, 1% active | Potency, µM (series often up to 115 µM), for the others: top-dose activity, negative = inhibition, most hits filed as inhibitors | Pol iota fluorescent replication assay, 10 min
Target sequence (Q9UNA4 whole entry, looked up): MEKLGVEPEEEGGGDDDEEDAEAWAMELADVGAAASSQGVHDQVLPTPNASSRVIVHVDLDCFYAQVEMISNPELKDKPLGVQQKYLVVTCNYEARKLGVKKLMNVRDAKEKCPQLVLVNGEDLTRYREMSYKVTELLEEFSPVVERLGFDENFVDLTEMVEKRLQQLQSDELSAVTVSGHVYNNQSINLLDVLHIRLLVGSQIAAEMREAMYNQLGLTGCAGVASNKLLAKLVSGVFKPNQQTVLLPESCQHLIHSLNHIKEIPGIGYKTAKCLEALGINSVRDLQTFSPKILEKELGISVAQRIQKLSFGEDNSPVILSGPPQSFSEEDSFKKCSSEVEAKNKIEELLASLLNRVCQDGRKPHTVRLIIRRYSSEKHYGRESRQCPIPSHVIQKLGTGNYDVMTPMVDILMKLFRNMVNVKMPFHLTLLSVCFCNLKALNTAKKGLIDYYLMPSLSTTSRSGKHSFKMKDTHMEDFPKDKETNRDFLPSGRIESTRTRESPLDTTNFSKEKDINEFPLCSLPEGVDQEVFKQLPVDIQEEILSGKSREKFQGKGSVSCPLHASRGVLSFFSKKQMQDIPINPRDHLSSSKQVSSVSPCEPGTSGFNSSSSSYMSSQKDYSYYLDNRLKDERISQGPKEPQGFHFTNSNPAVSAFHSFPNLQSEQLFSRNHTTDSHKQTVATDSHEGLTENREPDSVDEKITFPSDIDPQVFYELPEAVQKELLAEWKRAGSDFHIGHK
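Fluorescent replication assay read twice, at 0 min and 10 min after adding 50 nM (final) substrate. Enzyme (10 nM) and compounds were first incubated 15 min at room temperature; enzyme-free buffer wells were negative controls.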
G9a inh = G9a (human) methyltransferase inhibition. G9a H3K9 monomethylation, AlphaScreen, 2 h. 350,000 tested, 8.8% active. Q96KQ7. Potency, µM (doses to about 102 µM), without a hit: at the highest dose activity, negative = inhibition, hits mostly inhibitors. AID 504332; further: on the % scale 0 is the no-effect control and ±100 the full control effect; nearly all actives have a fitted effect of over 75% in size
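Chemiluminescent proximity detection of H3K9 monomethylation, read after 10 min bead incubation in the dark. Reaction: 20 nM G9a, 500 nM biotin-H3K9 peptide, 20 uM SAM cofactor, 2 h, room temperature, following 15 min enzyme-compound preincubation.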
GLS inhibitor = blocks human kidney-isoform glutaminase activity; O94925; GLS enzymatic activity, qHTS titration; Potency, µM (series often up to 45.5 µM), without a hit: top-dose activity change, negative = inhibition, actives largely listed as inhibitors; 410,000 tested, 0.21% active; AID 624170; further: on the % scale 0 is the no-effect control and ±100 the full control effect
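hKGA in 45 mM KH2PO4 pH 8.2, 0.02% Tween-20 with pin-transferred compounds; 1 mM L-glutamine (stock) plus glutamate oxidase/HRP/Amplex Red coupling added. Fluorescence read initially and after 30 min at RT.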
Starred values were filed as active, the others as inactive; i = inactive; ? = inconclusive; nt = not tested or not shown; & = joins results of further samples; [ ] = remark or other dose. Unless noted, the call rests on the fitted dose curve; in most records, active means well fitted curve in the direction sought with a large enough effect; inconclusive means small, poorly fitted or top-dose-only effect, or another doubt; inactive means no such curve, though single readings can be large; an effect the other way counts as inactive or inconclusive. Potency means the concentration at half of the fitted maximal effect. Some of the compounds tested, so the mix of outcomes need not match the whole.

JMJD2A Tudor	BLM helicase inh	BAZ2B inh	Pin1 inh	HP1b binding inh	Tb PGK inh	POLI inh	G9a inh	GLS inhibitor	Compound
-18%	-8%	-30%	-1%	26%	-1%	-3%	15%[59 µM]	25%	CC(C)NC(=S)N/N=C/c1ccc(N2CCOCC2)cc1
20%	-2%	-4%	-2%	26%	-8%	-24%	13%[0.501 µM]	15%	CC(C)N(C(=O)CN1CCC(c2nc3ccccc3[nH]2)CC1)C(C)C
-8%	nt	-2%	4%	12%	i	15%	-27%	-6%	CC(=O)c1c(C)[nH]c(C(=O)N2CCN(S(=O)(=O)c3ccc(F)c(F)c3)CC2)c1C
4%	-4%	nt	3%	31%	-8%	-16%	21%[59 µM]	5%	CC1CCN(C(=O)c2cc3c(=O)n(C)c4ccccc4c3s2)CC1
-2%	-7%	6%	4%	34%	-2%	12%	10%[59 µM]	1%	CCCOc1ccc(-c2nc3ccccc3c(=O)o2)cc1
?	-2%	-16%	-9%	-10%	-3%	108%[activator]	-47%	?	Cc1ccc2c(c1)C(c1ccccc1)C(=O)O2 (configuration not stated)
-14%	-4%	-16%	-1%	25%	i	8%	0%[12.7 µM]	-1%	CC(C)(C)c1ccccc1NC(=O)N1CCNC(=O)C1CC(=O)Nc1ccc(F)cc1 (configuration not stated)
16%	-5%	-25%	0%	17%	8%	?	-10%	-2%	Cc1nc(-c2ccc(Cl)cc2)sc1C1(C)CC(c2cccc(Cl)c2)=NO1 (configuration not stated)
-16%	nt	-1%	2%	39%	1%	-15%	18%[12.7 µM]	-3%	COc1ccc(COC(=O)C2CC(=O)N(Cc3ccccc3)C2)cc1 (configuration not stated)
-3%	nt	-5%	1%	62%[activator]	i	11%	2%[12.7 µM]	13%	COc1cc(C(=O)NNC(=O)C2CSC3(C)CCC(=O)N23)cc(OC)c1OC (configuration not stated)
-33%	54%[activator]	71µM*	-3%	7%	4%	56%[activator]	-13%[59 µM]	?	COc1ccc(C2c3ccc4ccccc4c3Oc3ncn(CCCO)c(=N)c32)cc1 (configuration not stated)
-11%	nt	nt	-1%	31%	i	14%	nt	6%	Cc1ccccc1OCCC(=O)NNC(=O)c1ccccc1F
-8%	-2%	12%	-6%	34%	-2%	19%	-35%	0%	COCCNC(=O)COC(=O)c1ccc(S(=O)(=O)N2CCOCC2)cc1
-10%	-2%	-3%	-7%	6%	i	-4%	-1%	7%	Cc1cc(C)c(NC(=O)NC(=O)c2cccc(F)c2)c(C)n1
-16%	3%	-2%	3%	19%	-9%	3%	-3%[12.7 µM]	-3%	O=c1oc2ccccc2c2c1ncn2C1CCCCC1
?	-1%	-33%	-2%	-13%	i	?	-47%[59 µM]	16%	CC(C)Cn1c(=O)c2ccccc2n2c(-c3ccc(Br)cc3)nnc12
-32%	-5%	-14%	2%	7%	6%	?	-2%[59 µM]	2%	O=C(c1ccc2c(c1)OCO2)N1CCC2(CC1)Oc1ccc(Cl)cc1C(=O)C21CC(c2cccnc2)=NO1 (configuration not stated)
10%	2%	?	-5%	34%	-8%	-21%	nt	19%	COc1cccc(NS(=O)(=O)NC(=O)c2c[nH]c3ccccc23)c1
-1%	0%	50µM*	5%	38%[activator]	5%	38%[activator]	16µM*	-3%	CCS(=O)(=O)N1CCN(S(=O)(=O)c2ccc(Cl)s2)CC1
-5%	-3%	1%	2%	32%	3%	13%	7%[12.7 µM]	19%	CCc1nnc(NC(=O)CSc2nnc(-c3ccc(S(=O)(=O)N(CC)CC)cc3)n2CC)s1
-6%	-1%	12%	5%	46%[activator]	i	9%	-11%[59 µM]	5%	c1coc(CN(Cc2cccs2)Cc2nnnn2C2CCCCC2)c1
-24%	1%	0%	-1%	-1%	-7%	64%[activator]	nt	3%	S=C(NCCCN1CCOCC1)N1CCN(c2ccccc2)CC1
-21%	-1%	?	10%	11%	-3%	?	-9%[0.501 µM]	-2%	C=CCn1c(SCc2ccc([N+](=O)[O-])cc2)nnc1C(C)NC(=O)c1ccccc1 (configuration not stated)
89µM*	-2%	35µM*	?	21%	-7%	-17%[58.9 µM]	8.9µM*	?	O=c1oc2ccc(Cl)cc2nc1/C=C(\O)c1ccco1
0%	nt	nt	3%	23%	-6%	-29%	nt	-1%	Cc1ccc(C(=O)NC(=S)NCc2ccccc2)cc1Br
-18%	-1%	2%	-6%	21%	6%	-1%	-35%[59 µM]	13%	O=C(NCCc1cccs1)C1CC(c2cccc([N+](=O)[O-])c2)=NO1 (configuration not stated)
-16%[57.1 µM]	-9%	?	4%	?	-8%	38%[activator]	5%[59 µM]	5%	O=C(NCCc1c[nH]c2ccccc12)c1ccc(S(=O)(=O)NCc2ccco2)cc1
?	nt	-9%	6%	9%	-4%	?	0%[0.501 µM]	0%	C#CCCC(=O)c1ccccc1/C=[N+](\[O-])c1ccccc1
-25%	0%	-28%	-18%	37%	i	5%	11µM*	-1%	Cc1ccccc1OCc1n[nH]c(=S)n1-c1cccc(Cl)c1
-23%	nt	nt	23%	23%	-3%	?	nt	0%	COc1ccc(/C=C/c2c(-c3ccc(OC)cc3)oc(=O)c3cc(OC)c(OC)cc23)cc1
-5%	nt	nt	-3%	41%	-9%	6%	nt	18%	N=C1C(=O)NC(=O)C1c1ccccc1 (configuration not stated)
7%	-7%	-1%	-7%	40%[activator]	4%	?	20%[59 µM]	3%	CCOC(=O)c1ccccc1NC(=O)c1ccc(N(C)S(C)(=O)=O)cc1
3%	1%	-12%	-10%	0%	-4%	-11%	14%	-1%	O=[N+]([O-])c1ccc2nc(CCCO)[nH]c2c1
-26%	-8%	-23%	-2%	4%	0%	46%[activator]	-3%	5%	CC(=O)c1c(N2CCOCC2)nc2ccc(Br)cc2c1-c1ccccc1
-32%	-1%	-16%	-1%	?	16%	10%	31%[59 µM]	28%	COc1ccccc1NC(=S)N/N=C/c1ccc(O)cc1
-6%	1%	?	-2%	31%	-10%	11%	?	-6%	O=C(CNC(=O)c1ccco1)OCC(=O)c1ccccc1
?	-5%	-11%	4%	3%	-3%	14%	-7%	0%	Cc1[nH]n(-c2ccc([N+](=O)[O-])cc2)c(=O)c1C=NCCN1CCN(C(=O)c2cccc(F)c2)CC1
-7%	-4%	13%	3%	32%	-1%	11%	-30%[12.7 µM]	-1%	O=C(COc1ccc(Cl)cc1Cl)NC1CCSC1=O (configuration not stated)
-17%	6%	11%	7%	11%	-11%	9%	-12%[59 µM]	15%	C=CCOc1ccc(C=Nc2ccc(Cl)cc2)c(O)c1
-8%	nt	nt	2%	52%[activator]	i	53%[activator]	nt	-9%	NS(=O)(=O)c1ccc(CCNC(=O)C2CCN(C(=O)Nc3ccccc3)CC2)cc1
71%[activator]	-6%	77%[activator]	33%[activator]	126%	-4%	14%	117%[activator][59 µM]	4%	Cc1nc(-c2ccccc2)sc1C(=O)CSc1ccc(Br)cc1
-14%	-1%	-21%	-18%	9%	0%	47%[activator]	-7%	-11%	COc1cc(C(=O)NCCN=C2NS(=O)(=O)c3ccccc32)cc(OC)c1OC
-33%	-12%	-10%	20%	14%	-6%	8%	-28%[59 µM]	-3%	CCc1ccc(C(C)NC(=O)/C(C#N)=C\c2cn[nH]c2-c2ccccc2)cc1 (configuration not stated)
-11%	-6%	?	28%	33%	3%	39%[activator]	?	4%	Cc1ccccc1NC(=O)Cn1cnc2c(oc3nc4c(cc32)CCCC4)c1=O
-35%	-2%	-15%	-15%	8%	0%	15%	0%[0.0925 µM]	1%	Cc1ccc(NS(=O)(=O)c2c(C(=O)N3CCCCCC3)c(C)n(C)c2C)c(C)c1

Another view of part of the listing above.
N=C1C(=O)NC(=O)C1c1ccccc1 (configuration not stated)
  JMJD2A Tudor = -5% | BLM helicase inh = nt | BAZ2B inh = nt | Pin1 inh = -3% | HP1b binding inh = 41% | Tb PGK inh = -9% | POLI inh = 6% | G9a inh = nt | GLS inhibitor = 18%

CCOC(=O)c1ccccc1NC(=O)c1ccc(N(C)S(C)(=O)=O)cc1
  JMJD2A Tudor = 7% | BLM helicase inh = -7% | BAZ2B inh = -1% | Pin1 inh = -7% | HP1b binding inh = 40%[activator] | Tb PGK inh = 4% | POLI inh = ? | G9a inh = 20%[59 µM] | GLS inhibitor = 3%

Following part
JMJD2A Tudor	BLM helicase inh	BAZ2B inh	Pin1 inh	HP1b binding inh	Tb PGK inh	POLI inh	G9a inh	GLS inhibitor	Compound
-8%	-6%	0%	-2%	7%	-8%	24%	24%	-3%	COc1cccc(NC(=O)c2ccc(S(=O)(=O)N3CCCC3)cc2)c1
-9%	-15%	-12%	11%	18%	0%	5%	8%[0.0925 µM]	4%	N#CC1=C(N)Oc2cc3ccccc3cc2C1c1cccs1 (configuration not stated)
-12%	-4%	2%	9%	19%	-1%	35%[activator]	nt	-6%	Cc1ccc2[nH]cc(C(=O)CN3CCN(c4ccccc4F)CC3)c2c1
-13%	3%	2%	1%	37%	-5%	40%[activator]	0%[59 µM]	3%	COc1ccc(CCNC(=O)C(=O)Nc2ccccc2F)cc1
-2%&-19%	-2%&1%	-14%&4%	-7%&3%	28%&29%	0%	5%&-4%	10%	5%&81%	O=C(Nc1c(-c2ccccc2)nc2ccccn12)c1ccccc1F
-8%	-2%	0%[57.1 µM]	-1%	25%	1%	4%	?	-1%	Cc1cc(C(=O)OCC(=O)NCCCN2CCCC2=O)c2ccccc2n1
-7%	-6%	?	2%	22%	-3%	16%	?	6%	Cn1ncc(N=Cc2ccccc2O)c1C(=O)Nc1ccccc1
-9%	0%	-4%	-6%	11%	i	23%	nt	3%	C=CCC1(/C=N/O)CCOC(C)(C)C1 (configuration not stated)
-1%	-2%	2%	-1%	54%[activator]	i	10%	7%[59 µM]	-16%	CCn1c(SCC(=O)Nc2cccc(Cl)c2)nnc1-c1nonc1NC(C)=O
-19%[57.1 µM]	-4%	-31%	6%	6%	3%	73%[activator]	4%[59 µM]	3%	CCC(=O)Nc1cccc(NC(=S)NC(=O)c2cc3ccccc3o2)c1
-15%	-2%	-16%	1%	28%	-8%	?	3%	16%	COc1ccccc1N1CCN(CC(=O)NCc2ccc(Cl)cc2)CC1
